Tn6 DDE FP = DD(E)-Tn6 binding inhibition, primary FP screen. P02675. Fibrin DD(E) TRITC-Tn6 fluorescence polarization displacement. inhibition, % at 8.3 µM. hit rate 0.21% among 370,000. AID 720509;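 active = inhibition above a per-campaign cutoff: mean of compounds within control limits plus 3 SD, cut at about 15% in these data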;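 note: 0% = median of all compound wells on the plate and 100% = blocking peptide control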
ADAM10 inh = inhibitors of human ADAM10; inhibition, % at 7 µM; recombinant ADAM10, EDANS/DABCYL FRET peptide cleavage, 3 h; hit rate 0.62% among 370,000; O14672;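 active = inhibition above a per-campaign cutoff equal to the mean of compounds falling between control-based bounds plus 3 SD, cut at about 20% in these data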;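 note: 0% = DMSO wells while the 100% control is not disclosed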
LEDGF integ inh = blocks HIV-1 LEDGF/p75-dependent DNA integration; hit rate 0.64% among 370,000; inhibition, % at 3.7 µM; TR-FRET IN-LEDGF/p75 DNA integration, Eu/Cy5;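 active = inhibition above the screen-wide mean plus 3 SD, cut at about 13% in these data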;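 note: signal is the Cy5 over europium emission ratio at 671 and 618 nm; 0% = plate median of compound wells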
ADAM17 inh = inhibits human ADAM17 | recombinant ADAM17, EDANS/DABCYL FRET peptide cleavage | P78536 | inhibition, % at 6.95 µM | hit rate 0.83% among 370,000;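 active = inhibition above the mean of compounds lying between control limits plus 3 SD, set per campaign, cut at about 8.5% in these data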;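 note: 0% = DMSO-only wells as the low control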
Target sequence (P78536 215-824 limits assumed): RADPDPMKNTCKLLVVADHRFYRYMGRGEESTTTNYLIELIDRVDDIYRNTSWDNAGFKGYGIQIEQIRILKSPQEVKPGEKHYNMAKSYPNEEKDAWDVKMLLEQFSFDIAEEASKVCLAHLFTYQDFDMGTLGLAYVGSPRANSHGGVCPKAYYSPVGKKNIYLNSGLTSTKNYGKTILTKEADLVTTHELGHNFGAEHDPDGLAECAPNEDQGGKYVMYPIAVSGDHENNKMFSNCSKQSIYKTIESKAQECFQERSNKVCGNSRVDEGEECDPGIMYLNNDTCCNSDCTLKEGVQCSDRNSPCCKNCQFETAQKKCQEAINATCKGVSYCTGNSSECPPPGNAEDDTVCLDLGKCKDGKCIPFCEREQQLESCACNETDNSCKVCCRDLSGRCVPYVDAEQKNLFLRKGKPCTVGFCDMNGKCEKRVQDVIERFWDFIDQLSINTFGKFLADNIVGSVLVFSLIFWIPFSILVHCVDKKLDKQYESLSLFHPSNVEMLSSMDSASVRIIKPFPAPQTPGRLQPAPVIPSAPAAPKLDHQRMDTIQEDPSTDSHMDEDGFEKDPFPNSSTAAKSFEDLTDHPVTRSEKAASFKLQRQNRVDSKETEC
ARFGAP1 inhibitor = inhibits rat ARF GTPase activating protein 1. inhibition, % at 16.5 µM. Q62848. hit rate 0.26% among 360,000. Arfgap1-stimulated ARF1 GTP hydrolysis, GDP FP detection;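 active = inhibition above a per-plate limit, mean inhibition of low control wells plus 3 SD, cut at about 25% in these data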;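 note: 0% = DMSO wells with enzyme and 100% = wells lacking Arfgap1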
Target sequence (Q62848 1-136 limits assumed): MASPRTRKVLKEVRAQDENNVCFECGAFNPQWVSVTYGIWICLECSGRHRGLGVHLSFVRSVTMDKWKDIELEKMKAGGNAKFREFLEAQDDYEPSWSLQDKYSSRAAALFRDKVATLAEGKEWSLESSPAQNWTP
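System: truncated rat Arfgap1 GAP domain / Medium: HEPES-based buffer, pH 7.5 / Also added: N-terminally truncated human ARF1-GTP substrate / Incubation: enzyme reaction 120 min at 25 °C after 20 min preincubation / Measured by: FP of antibody-bound GDP Alexa 633 tracer, ex 620/em 688 nm / Replicates: singlicate, each compound tested once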
proKLK7 act = proKLK7 (human) activation, primary screen | purified proKLK7, EDANS-DABCYL substrate fluorescence; 100% is mature enzyme control, 0% vehicle | AID 652039 | hit rate 0.9% among 370,000 | activation, % at 7 µM;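 active = activation above the mean of all tested compounds plus 3 SD, computed per campaign excluding outliers beyond control limits, cut at about 13% in these data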
Target sequence (P49862 whole entry, looked up): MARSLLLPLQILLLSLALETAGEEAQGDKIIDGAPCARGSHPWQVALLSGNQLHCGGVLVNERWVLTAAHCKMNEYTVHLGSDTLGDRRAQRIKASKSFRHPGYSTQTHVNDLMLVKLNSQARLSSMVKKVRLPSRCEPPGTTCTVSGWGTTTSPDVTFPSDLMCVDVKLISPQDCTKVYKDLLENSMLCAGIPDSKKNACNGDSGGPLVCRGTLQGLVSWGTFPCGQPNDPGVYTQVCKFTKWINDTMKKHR
TDP2 inh = blocks human TDP2 phosphodiesterase activity. recombinant TDP2, T5PNP hydrolysis, p-nitrophenol absorbance 415 nm. inhibition, % at 12.8 µM. hit rate 0.34% among 370,000;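 active = inhibition above the mean of all tested compounds plus 3 SD, set per campaign, cut at about 25% in these data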;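 note: 0% = DMSO with enzyme and 100% = buffer with substrate but no TDP2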
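Test system: human TDP2 enzyme; Input: 120 nM TDP2 per well; Buffer or medium: Mg2+-containing Tris-HCl buffer, pH 7.5; Reagent: 5 mM T5PNP; Dosing: 12.8 µM single point, 1% DMSO; Incubation: reaction 2 h, 37 °C; Detection: p-Nitrophenol epi absorbance; Read-out: % inhibition relative to enzyme-containing and enzyme-free wells; Replicates: single well per compound.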
PLCg1 inh = blocks human PLC-gamma1 enzyme activity; P19174; purified PLC-gamma1, fluorogenic substrate, fluorescence; inhibition, % at 12.2 µM; hit rate 0.84% among 370,000; AID 720700; in the data active = inhibition above about 9.5%
ASAP1 inh = inhibitors of human ASAP1 ArfGAP activity; hit rate 0.19% among 360,000; AID 624377; ASAP1-stimulated ARF1 GTP hydrolysis, GDP FP detection; inhibition, % at 16.5 µM; in the data active = inhibition above about 25%;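 note: 0% = vehicle with enzyme and substrate and 100% = no enzyme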
DDE Tn7 FP inh = inhibitors of Tn7 peptide binding to human fibrin DD(E) | P02675 | FP displacement of FITC-Tn7 peptide from fibrin DD(E); 0% = median of compound wells per plate | inhibition, % at 8.3 µM | hit rate 0.13% among 370,000 | AID 720508;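 active = inhibition above the mean of compounds falling within the control limits plus 3 SD of them, cut at about 14% in these data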;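 note: 0% = plate median of compound wells and 100% = 10 µM Aha-Tn7 peptide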
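Assay system: Fibrin-DD(E) protein isolated from polymerized human fibrin clots; read-out basis: percent inhibition; medium: Tris/NaCl/CaCl2 buffer, pH 7.8; signal: FP measurement; incubation: 10 min plus 3 h, room temperature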
* marks the source's active call; other numbers are inactive results; & = joins results of further samples.

SMILES	Tn6 DDE FP	ADAM10 inh	LEDGF integ inh	ADAM17 inh	ARFGAP1 inhibitor	proKLK7 act	TDP2 inh	PLCg1 inh	ASAP1 inh	DDE Tn7 FP inh
Cc1ccc(-c2nc3cnccn3c2Nc2c(C)cccc2C)o1	-4.9	-83.6	3.1	-16.0	9.1	-7.9	-3.3	-83.9	7.0	1.8
COc1ccc(NC(=O)c2ccc(OC(F)F)cc2)cc1Cl	1.5	13.2	-1.0	7.6	5.0	0.6	-2.3	-0.4	-2.9	6.7
COc1ccc(CN(C)C(=O)C2CSC3(C)CCC(=O)N23)cc1 (stereo not drawn)	3.2	-11.6	-2.2	-5.3	-3.4	0.1	20.1	0.2	1.4	-0.1
COc1c(Br)cc(C(N)=O)cc1OCc1ccccc1	-2.6	2.0	-0.1	1.8	-1.6	-0.2	1.1	-2.2	-3.4	-7.7
COc1ccc2nc(C)cc(SCC(=O)O)c2c1	6.5&-2.0	-22.4&-18.2	2.2&-0.2	-6.7&-6.9	-2.4&-10.4	0.0&0.6	1.6&10.9	-0.7&2.1	11.2&14.0	0.1&2.5
O=C(Cc1ccc(Br)cc1)N1CCN(c2ccccc2O)CC1	-7.4	-4.4	0.7	1.2	14.5	-0.1	-2.1	1.6	2.7	-2.1
CN(Cc1ccc(C(C)(C)C)cc1)C(=O)C1CCN(C(=O)Nc2ccccc2)CC1	1.9	-8.8	-4.5	-3.3	4.4	-1.0	-9.6	0.6	-14.1	10.6
Cc1ccsc1-c1nc(CN2C[C@@H](C)O[C@@H](C)C2)c(C)o1	1.5	-5.2	-1.8	1.7	-0.1	0.0	0.1	-5.2	-1.4	-1.6
CCC(C)[C@H]1CNCCN1CC1(c2ccccc2)CC1 (stereo partly drawn)	-4.5	0.8	4.6	5.4	-7.3	-0.3	-3.9	7.7	2.5	-3.1
COc1ccc(NC2=C(c3ccc(OC)cc3)C(=O)c3ccccc32)cc1	-1.2	5.3	-1.5	4.8	-4.0	0.2	-9.9	1.7	-5.4	-6.8
Cc1cc(C)c(-c2csc(NC(=O)C3=COCCO3)n2)cc1C	-4.9	16.7	4.9	4.3	3.3	0.0	-1.4	1.4	9.1	1.3
CCOC(=O)N1CCN(C(=O)CSc2ccc(Cl)cc2)CC1	-4.5	0.1	-2.2	-0.9	-5.8	-0.3	-7.3	0.0	7.7	-3.0
Oc1ccccc1/C=N/c1c(-c2ccco2)nc2ccccn12	1.3	-90.0	19.7*	-25.1	1.6	-6.2	5.8	-163.3	-15.6	-8.4
O=C(Nc1ccc(NC(=S)NC(=O)c2ccco2)cc1)c1ccccc1	1.6	-2.8	0.1	0.2	7.0	0.3	4.4	-0.4	11.6	-1.9
Cc1ccc(NC(=O)[C@@H]2CCCN2S(=O)(=O)c2ccc(Cl)cc2)cc1	6.7	-9.2	-7.0	-1.2	-3.4	-0.9	-11.3	2.2	1.4	2.6
Cc1ccccc1N1C(=O)N(c2cccc(C(F)(F)F)c2)C2CS(=O)(=O)CC21 (stereo not drawn)	-0.3	6.5	-0.5	-1.6	-12.9	0.2	1.3	-1.0	1.3	11.5
O=C(/C(C=Nc1ccc(F)cc1)=C(/O)c1ccco1)C(F)(F)F	-0.4	-5.0	-1.1	-4.1	12.2	0.4	-19.3	-20.2	7.7	7.7
Cn1cccc1CC(=O)N/N=C/c1ccc([N+](=O)[O-])cc1	-3.7	5.2	4.8	0.9	8.6	0.3	-1.8	2.6	0.5	-6.4
CCOc1ccc(NC(=O)C(C)O)c(NS(=O)(=O)c2ccc(CCNC(C)=O)cc2)c1 (stereo not drawn)	-5.3	1.4	-6.0	-4.2	7.5	-0.4	-1.2	0.5	1.1	4.9
COC(=O)c1ccccc1NC(=O)COC(=O)CSCC(=O)N1CCOCC1	9.2	-8.8	-1.6	-2.1	-4.5	0.2	1.6	-0.5	4.7	2.0
C=C(C)C(O)COc1c2occc2c(OC)c2ccc(=O)oc12 (stereo not drawn)	-6.1	-42.3	2.1	-7.3	-4.3	-0.6	2.3	-13.9	-13.8	-4.9
COc1ccc(-c2nn(-c3ccccc3C)cc2CNC(C)c2cn(C)nc2C)cc1F (stereo not drawn)	-1.5	-6.7	-1.4	-1.4	7.3	0.5	-10.2	-0.8	4.4	6.5
COc1ccc(-c2csc(NC(=O)c3ccc(N4C(=O)CCC4=O)cc3)n2)cc1OC	-6.2	6.5	-5.1	-1.4	11.1	8.0	-0.5	-2.9	9.4	-0.5
Cn1c(=O)n(C)c2cc(NC(=O)CSc3nc4ccccc4c(=O)[nH]3)ccc21	14.7	1.0	-0.1	-6.1	3.5	0.1	6.2	0.6	-5.8	2.1
COc1ccc(C(CNC(=O)c2ccc(NS(=O)(=O)c3ccc(F)cc3)cc2)N2CCOCC2)cc1 (stereo not drawn)	6.2	3.7	-10.0	-3.0	22.0	1.0	-1.8	1.1	-5.3	6.0

A section from further up:
SMILES	Tn6 DDE FP	ADAM10 inh	LEDGF integ inh	ADAM17 inh	ARFGAP1 inhibitor	proKLK7 act	TDP2 inh	PLCg1 inh	ASAP1 inh	DDE Tn7 FP inh
Cc1ccc(-c2nc3cnccn3c2Nc2c(C)cccc2C)o1	-4.9	-83.6	3.1	-16.0	9.1	-7.9	-3.3	-83.9	7.0	1.8
COc1ccc(NC(=O)c2ccc(OC(F)F)cc2)cc1Cl	1.5	13.2	-1.0	7.6	5.0	0.6	-2.3	-0.4	-2.9	6.7
COc1ccc(CN(C)C(=O)C2CSC3(C)CCC(=O)N23)cc1 (stereo not drawn)	3.2	-11.6	-2.2	-5.3	-3.4	0.1	20.1	0.2	1.4	-0.1

Additional structures.
SMILES	Tn6 DDE FP	ADAM10 inh	LEDGF integ inh	ADAM17 inh	ARFGAP1 inhibitor	proKLK7 act	TDP2 inh	PLCg1 inh	ASAP1 inh	DDE Tn7 FP inh
Cc1cccc(-c2cc(C(=O)Nc3ccncc3)c3ccccc3n2)c1	0.0	-9.9	1.8	8.2	2.7	1.4	-18.2	-3.4	12.8	0.1
O=C(CCCOc1ccc(Cl)cc1Cl)NCCc1ccccn1	-2.0	3.0	4.3	0.8	-27.4	0.7	-16.7	3.1	-16.0	1.5
COc1ccc(C(=O)NCC(c2ccco2)N2CCCCC2)cc1S(=O)(=O)Nc1ccc(C)cc1 (stereo not drawn)	-3.4	-3.9	-2.0	-2.3	-7.1	0.3	3.7	-2.1	4.1	10.8
CC(=O)c1ccc(O)c(CSC2=NCCS2)c1	-6.1	-0.1	-7.6	-3.4	20.0	0.3	-14.1	8.9	4.4	-0.3
CCOc1ccc(CCN2C(=O)C(=O)N([C@@H](Cc3ccc(O)cc3)CN3CCC[C@H]3CN3C(=O)C(=O)NC[C@@H]3Cc3ccc(O)cc3)C[C@@H]2Cc2ccc(O)cc2)cc1	1.4	-11.8	-4.7	-1.9	10.0	0.7	4.0	0.9	5.9	-8.7
COc1ccc(Cl)cc1NC(=O)CN1C(=O)NC(C)(Cc2ccc(OC)c(OC)c2)C1=O (stereo not drawn)	7.3	-9.3	-7.4	-5.3	7.5	0.1	6.6	0.8	-5.1	1.9
COc1ccc(-c2csc(NC(=O)c3c(C)noc3C)n2)cc1F	-0.7	0.4	1.1	2.9	12.8	0.4	-8.8	0.5	-3.7	-4.0
CCc1ccc(S(=O)(=O)NCCc2csc(C)n2)s1	1.6	-3.0	1.5	4.3	-3.5	0.1	0.1	2.2	1.5	-2.5
O=C(COC(=O)c1ccc(Br)c(S(=O)(=O)N2CCOCC2)c1)NCC1CCCO1 (stereo not drawn)	-1.8	-1.5	0.5	-2.4	7.5	0.3	-4.1	4.5	-11.4	0.1
C=CCNC(=O)c1ccc(N(C)S(=O)(=O)c2ccc(OC)cc2)cc1	3.0	-6.2	-1.9	-2.7	-1.4	0.3	0.1	0.4	5.1	-0.3
CCSc1nnc(NC(=O)CN2C(=O)NC3(CCCC3)C2=O)s1	-1.4	-2.0	7.0	-0.9	1.9	-0.2	-13.1	1.8	3.2	-7.6
Cc1cccc(NC(=O)c2oc3ccc(S(=O)(=O)N4CCOCC4)cc3c2C)c1C	-2.6	-1.8	-0.7	-20.9	2.7	-9.4	-2.7	-4.4	8.7	0.3
Cc1ccc(-c2c(C#N)c(N)nc3c2CCCCC3)cc1	-5.1	3.9	1.8	0.2	2.6	-0.6	-5.4	-3.7	-0.1	-5.7
Cc1ccc(C)c(-n2c(SCC(N)=O)nnc2-c2ccccn2)c1	7.2	-12.6	-5.0	-4.7	5.2	0.5	-7.6	-0.7	2.3	-3.6
COc1ccc(/C(O)=C2/C(=O)C(=O)N(CCN(C)C)C2c2ccccc2)cc1Cl (stereo not drawn)	1.4	4.5	1.1	3.4	6.2	0.5	-13.7	4.6	-0.5	-1.3
O=C(Cc1cccs1)Nc1ccc(-c2nnc(-c3ccco3)o2)cc1	0.7	-54.1	3.6	-15.1	-7.9	0.3	2.6	-6.8	-2.2	1.3
COc1ccc(NC(=O)Nc2ccc3[nH]ccc3c2)cc1	-6.2	-5.8	-1.4	-0.4	-7.3	-0.5	0.5	-5.9	-4.2	-5.3
CC(C)(C)NC(=O)C(c1ccccn1)N(C(=O)C1CSC(=O)C1)c1cccc(F)c1 (stereo not drawn)	2.5	3.4	4.7	-0.2	-9.9	0.2	10.2	2.7	4.1	0.4
O=C(Cn1c(COc2ccccc2)nc2ccccc21)Nc1cc(Cl)ccc1Cl	1.1	-0.9	-6.9	0.3	-21.1	0.7	-4.0	-0.4	-1.5	-5.4
COc1ccc(/C=C(/C#N)C(=O)Nc2cc(C)ccc2C)cc1C(=O)O	9.3	-0.7	-1.5	-2.4	2.7	0.0	-5.2	0.1	3.6	4.9
O=C(Nc1ccccc1Br)c1cc[n+]([O-])cc1	-7.3	-6.6	-0.6	-4.8	-20.5	-0.4	6.9	0.9	-2.3	-0.1
Nc1c(-c2ccsc2)cnc2ncnn12	3.9	1.4	2.5	-3.2	-1.1	0.2	0.0	-2.4	6.8	-2.3
O=C(NCCc1ccc(F)cc1)Nc1ccc([N+](=O)[O-])cc1	-0.5	6.2	3.3	3.0	2.2	0.2	-9.7	2.8	5.2	-1.5
COc1ccc(CC(=O)N/N=C/c2cccnc2)cc1OC	1.4	5.9	-2.9	-6.2	-0.3	0.7	-6.7	1.6	-9.8	0.7
CC(C)(O)C#Cc1ccc(C(=O)N2CCN(c3ccc([N+](=O)[O-])cc3)CC2)cc1	0.9	-2.5	-3.9	3.5	9.7	0.6	-3.0	4.1	7.9	-4.2
COc1ccc(CCNC(=O)C2CC(=O)N(c3ccc(F)cc3)C2)cc1OC (stereo not drawn)	-2.8	-6.5	-1.0	-3.3	5.1	-0.3	-3.0	-3.5	-0.7	-8.4

High-throughput results: PubChem BioAssay, The Scripps Research Institute Molecular Screening Center

Rows are unselected, and some 4.2% of all compounds hit somewhere here.
